PAFAH1B2 inh: PAFAH1B2 (human) inhibition; inhibition, % at 3.39 µM; P68402; actives 1.2% (n = 340,000); recombinant PAFAH1B2, FP-rhodamine activity probe, fluorescence polarization;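 active = inhibition above the mean of all tested compounds plus 3 SD, cut at about 24% in these data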;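 also: 0% = enzyme with DMSO and 100% = wells lacking PAFAH1B2; many of its hits are not listed in these tables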
Target sequence (P68402 whole entry, looked up): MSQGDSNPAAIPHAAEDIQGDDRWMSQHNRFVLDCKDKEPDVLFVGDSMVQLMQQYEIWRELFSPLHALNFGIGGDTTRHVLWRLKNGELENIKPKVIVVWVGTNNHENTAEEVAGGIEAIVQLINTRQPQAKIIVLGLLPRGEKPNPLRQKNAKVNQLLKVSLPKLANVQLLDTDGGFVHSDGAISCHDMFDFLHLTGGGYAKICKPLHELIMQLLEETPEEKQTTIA
An asterisk follows results filed as active. Only part of the results is shown; count on the stated rates, not on these rows.

Nc1ccc(CSc2ccccc2)cc1 was read as PAFAH1B2 inh 32*.
Screening OC(c1ccccc1)C(Nc1ccccn1)c1ccccc1 (centres undefined) returned PAFAH1B2 inh 2.
`CC(Sc1nnc(-c2cccnc2)n1N)C(=O)Nc1ccc2c(c1)OCCO2` (centres undefined) gave PAFAH1B2 inh -1.
Screening CCN(C(=O)COC(=O)c1cccc2ccccc12)c1c(N)n(Cc2ccccc2)c(=O)[nH]c1=O returned PAFAH1B2 inh 0.
COc1ccc2c(c1OC)OCC2C (centres undefined) was read as PAFAH1B2 inh 7.
Screening O=C(Nc1ccc(C(=O)N2CCOCC2)cc1)C1CC1 returned PAFAH1B2 inh 4.
`Fc1cccc(NC(=S)N2CCc3ccccc32)c1` gave PAFAH1B2 inh -5.
For CCC1([N+](=O)[O-])COC(c2ccc(C(C)C)cc2)OC1 (centres undefined) the results were PAFAH1B2 inh 8.
O=C(CC(C(=O)c1ccccc1)c1ccccc1)c1ccccc1 (centres undefined) was read as PAFAH1B2 inh 5.
For O=C(NC1CC1)c1ccc(NC(=O)C2CCC2)cc1 the results were PAFAH1B2 inh 9.
Screening Cc1ccccc1N=C1Nc2ccccc2N[C@]12C[C@H]1CCC(=O)N3CC[C@@H](C2)[C@@H]13 returned PAFAH1B2 inh 10.
CC(=O)c1ccc(NC(=O)CSc2nc3[nH]c(=O)cc(O)c3s2)cc1 was read as PAFAH1B2 inh 4.
`COc1ccc(OC)c(CCNC(=O)CC2Oc3ccc(C)cc3NC2=O)c1` (centres undefined) gave PAFAH1B2 inh 1.
Cc1ccc(C(=O)CCC(=O)OCC(=O)N2CCN(S(=O)(=O)c3ccc(C)cc3C)CC2)cc1 was read as PAFAH1B2 inh 2.
`COc1ccc(OC)c(S(=O)(=O)NCC(=O)NC2CCCc3ccccc32)c1` (centres undefined) gave PAFAH1B2 inh 1.
For CC(=O)Oc1ccc2c(c1)CCC1C2CCC2(C)C(OC(C)=O)CCC12 (centres undefined) the results were PAFAH1B2 inh 0.
Cc1cc(C)n(-c2ccc(C(=O)N3CCN(S(=O)(=O)c4cccc(Br)c4)CC3)cc2)n1 was read as PAFAH1B2 inh 1.
`Cc1ccc(C(=O)OCC(=O)NCc2cccc(Cl)c2)cc1S(=O)(=O)N1CCCCC1` gave PAFAH1B2 inh 3.
`O=C(CC(CC(=O)c1ccccc1)c1ccncc1)c1ccccc1` gave PAFAH1B2 inh 5.
For Cc1c(Cl)cnc(NC(=O)COC(=O)/C=C/c2ccco2)c1Cl the results were PAFAH1B2 inh 3.
`COc1cc(C(=O)N2CCN(S(=O)(=O)c3ccc(C)cc3)CC2)ccc1OCC(=O)N1CCOCC1` gave PAFAH1B2 inh 4.
`Cc1cc(=O)oc2cc(OCC(=O)Nc3c(C)n(C)n(-c4ccccc4)c3=O)c(Cl)cc12` gave PAFAH1B2 inh 4.
For COC(=O)c1ccccc1NC(=O)COC(=O)Cc1ccc(S(=O)(=O)N2CCOCC2)s1 the results were PAFAH1B2 inh -5.
`CC12CC3CC1C(C(=O)O2)C3C(=O)O` (centres undefined) gave PAFAH1B2 inh 0.
For CCOc1ccccc1NC(=O)COC(=O)c1c(CC)noc1C the results were PAFAH1B2 inh 1.
Screening NS(=O)(=O)c1ccc(N2C(=O)C3C4CC(C(Br)C4Br)C3C2=O)cc1 (centres undefined) returned PAFAH1B2 inh 8.
For COc1ccc(Cl)cc1C(=O)NNC(=O)C1CCCO1 (centres undefined) the results were PAFAH1B2 inh 5.
`Cc1ccc(-n2cnc3c(=O)[nH]cnc32)cc1[N+](=O)[O-]` gave PAFAH1B2 inh 6.
Screening CC1(c2ccccc2)CCC(=O)NC1 (centres undefined) returned PAFAH1B2 inh 1.
`COc1ccc(C(=Cc2ccccc2[N+](=O)[O-])C(=O)O)cc1` gave PAFAH1B2 inh 5.
`CCN(CC)S(=O)(=O)c1ccc(O)c(NC(=O)COc2ccc(S(=O)(=O)N3CCOCC3)cc2)c1` gave PAFAH1B2 inh 1.
Screening O=C(Nc1ccc2c(c1)C(=O)c1ccccc1-2)c1ccccc1 returned PAFAH1B2 inh 0.
For CCOC(CNCc1cc(C)c2[nH]c3ccccc3c2c1C)OCC the results were PAFAH1B2 inh 3.
For Cc1c(C(=O)NCc2ccccc2CN2CCCC2)oc2ccccc12 the results were PAFAH1B2 inh -3.
`CCc1nnc(NC(=O)C2CCN(C(=O)c3ccccc3C)CC2)s1` gave PAFAH1B2 inh 10.
`Cn1c(SCC(=O)N2CC(=O)Nc3ccccc32)nnc1C(F)(F)F` gave PAFAH1B2 inh 1.
CCCCCCCCNS(=O)(=O)CCNC1CCCCC1 was read as PAFAH1B2 inh 1.
O=C(Cc1ccccc1)c1ccc(O)cc1 was read as PAFAH1B2 inh 2.
Screening CC(=O)c1ccc(S(=O)(=O)N(CC(=O)NC2CC2)Cc2ccc(F)cc2)cc1 returned PAFAH1B2 inh 2.
COCCN(C(=O)Cc1ccc(S(=O)(=O)N2CCOCC2)s1)c1c(N)n(CC(C)C)c(=O)[nH]c1=O was read as PAFAH1B2 inh 1.
For N#Cc1ccc(C(=O)OCC(=O)NC(=O)NCc2ccccc2)cc1 the results were PAFAH1B2 inh 1.
Screening O=C(Cc1ccccc1[N+](=O)[O-])c1ccc2c(c1)OCO2 returned PAFAH1B2 inh 3.
For COC(=O)[C@H](Cc1ccc(O)cc1)NCCCn1cnc(C(=O)Nc2ccc(C)c(C)c2)n1 the results were PAFAH1B2 inh -1.
Screening O=[N+]([O-])c1cccc2cnccc12 returned PAFAH1B2 inh 4.
For CN(C(=O)CSc1nnc(C2CC2)n1C)C1CCCc2ccccc21 (centres undefined) the results were PAFAH1B2 inh -2.
`FC(F)(F)c1ccccc1NC(=S)Nn1cnnc1` gave PAFAH1B2 inh 0.
O=S(=O)(c1cc(C(F)(F)F)ccc1Cl)N1CCN(c2ncnc3ccccc23)CC1 was read as PAFAH1B2 inh -4.
COc1ccc(S(=O)(=O)N2CCOCC2)cc1NC(=O)COC(=O)CCS(=O)(=O)c1ccc(C)cc1 was read as PAFAH1B2 inh 8.
`O=C(O)c1ccccc1C(c1ccccc1)c1ccccc1O` (centres undefined) gave PAFAH1B2 inh 12.
For C1CC1C(=NN=C(C1CC1)C1CC1)C1CC1 the results were PAFAH1B2 inh 3.
`O=C(O)C1CCCCN1C(=O)c1ccc(S(=O)(=O)N2CCCC2)cc1` (centres undefined) gave PAFAH1B2 inh 1.
Cc1nnc2c3ccccc3c(-c3cccc4ccccc34)nn12 was read as PAFAH1B2 inh 1.
For CCSc1nsc(NC(=O)Nc2ccccc2Cl)n1 the results were PAFAH1B2 inh -1.
For COc1cccc(CN(C)CC(=O)Nc2cccc(S(=O)(=O)N(C)c3ccccc3)c2)c1OC the results were PAFAH1B2 inh 3.
For C#CC(C)(O)C1CC(CC(=O)O)C1(C)C (centres undefined) the results were PAFAH1B2 inh 6.
For COc1ccc(C)cc1NC(=O)c1cnc2scc(C)n2c1=O the results were PAFAH1B2 inh -4.
`OC[C@H]1O[C@@](CO)(O[C@H]2O[C@H](CO)[C@@H](O)[C@H](O)[C@H]2O)[C@@H](O[C@H]2O[C@H](CO)[C@@H](O)[C@H](O)[C@H]2O)[C@@H]1O` gave PAFAH1B2 inh 5.
For COc1ccc(NC(=O)CN2CCc3ccccc3C2)cc1 the results were PAFAH1B2 inh -2.
For CN(C(=O)c1ccc(NC(=O)Cc2ccc(NC(=O)C3CCCN(C(=O)C4CCCCC4)C3)cc2)cc1)C1CCCC1 (centres undefined) the results were PAFAH1B2 inh 1.
`CCOc1ccc2nc3cc(N=Nc4ccc(N)nc4N)ccc3c(N)c2c1` gave PAFAH1B2 inh 6.
For CC(C)(C)OC(=O)N(CCc1ccccc1)Cc1ccccc1OCc1cccc(NC(=O)C2CC2)c1 the results were PAFAH1B2 inh -3.
CC1CN(C2CCCCC2)C(=S)NC1=O (centres undefined) was read as PAFAH1B2 inh 12.
`O=C1NN=C(c2ccccc2)C1Cc1ccccc1` (centres undefined) gave PAFAH1B2 inh 6.
COc1ccccc1C(=O)OCC(=O)Nc1cccc(S(=O)(=O)N2CCCC2)c1 was read as PAFAH1B2 inh 2.
Screening COc1ccc(CCc2cc(OC)c(OC)c(OC)c2)cc1 returned PAFAH1B2 inh 9.
For CCCCn1c(N)c(N(C(=O)CSc2nnnn2-c2ccccc2C)C2CCCC2)c(=O)[nH]c1=O the results were PAFAH1B2 inh 9.
COC(=O)C1c2ccccc2-c2ccccc21 was read as PAFAH1B2 inh -1.
`Oc1ccc2ccccc2c1CN1CC2CCC(CC2)C1` gave PAFAH1B2 inh 1.
O=C(COC(=O)c1cccc(Br)c1)NC(=O)NC1CCCC1 was read as PAFAH1B2 inh 2.
For Cc1nc2[nH]c(=S)[nH]c(=O)c2nc1C the results were PAFAH1B2 inh 7.
CCOC(=O)/C=C1/SCC(=O)N1CC(=O)c1ccc[nH]1 was read as PAFAH1B2 inh 8.
CCCCn1c(N)c(N(Cc2ccccc2OC)C(=O)CSCC(=O)Nc2ccc(C)cc2)c(=O)[nH]c1=O was read as PAFAH1B2 inh -13.
`O=S(=O)(c1ccc(Br)cc1F)N1CC[C@H](O)C1` gave PAFAH1B2 inh 10.
Screening CCN1C(C)=CC(=O)[C@@H](O)[C@H]1c1ccccc1Br returned PAFAH1B2 inh 3.
For CN1CCN(C(=O)OCCOCCOC(=O)N2CCN(C)CC2)CC1 the results were PAFAH1B2 inh 5.
For CC(C)Cn1c(N)c(C(=O)CSc2nnc(C3CC3)n2C2CC2)c(=O)n(C)c1=O the results were PAFAH1B2 inh 2.
`O=C(Cn1c(=O)ccn(Cc2ccccc2)c1=O)Nc1cccc(S(=O)(=O)N2CCOCC2)c1` gave PAFAH1B2 inh 0.
Screening O=C(NN=C1CCCCCC1)c1ccncc1 returned PAFAH1B2 inh 2.
`Fc1cccc(CSc2ncnc3c2ncn3C2CCCCO2)c1` (centres undefined) gave PAFAH1B2 inh 1.
`CN(C(=O)c1ccc(NC(=O)Cc2cccc(NC(=O)C3CCN(C(=O)C4CCCC4)CC3)c2)cc1)C1CC1` gave PAFAH1B2 inh 4.
For CCOC(=O)CNC(=O)C1(NC(=O)CNC(=O)OCc2ccccc2)CCCC1 the results were PAFAH1B2 inh 6.
O=C1NC(c2cccc3ccccc23)Nc2ccccc21 (centres undefined) was read as PAFAH1B2 inh 1.
Screening CCOC(=O)C(Cc1ccnc2ccccc12)=NO returned PAFAH1B2 inh 5.
Screening CS(=O)(=O)c1ccc(C(=O)N2CCN(C(=O)c3ccco3)CC2)cc1 returned PAFAH1B2 inh -1.
CCOc1ccc(N2C(=O)C(C)CNC2=S)cc1 (centres undefined) was read as PAFAH1B2 inh 4.
Screening O=[N+]([O-])c1cccc(NC(=S)N2CCc3ccccc32)c1 returned PAFAH1B2 inh 1.
`Clc1nc(Cl)c2ncn(-c3ccccc3)c2n1` gave PAFAH1B2 inh 2.
O=S(=O)(CCNCCc1ccccc1)NCc1ccccc1 was read as PAFAH1B2 inh 3.
O=C1C(=Cc2ccco2)CCCC1=Cc1ccco1 was read as PAFAH1B2 inh 2.
CN(Cc1cccc(Cl)c1Cl)C(=O)c1ccccc1SCC(=O)N1CCCC1 was read as PAFAH1B2 inh 5.
For CC(CN1CCN(CC(C)C(=O)c2ccccc2)CC1)C(=O)c1ccccc1 (centres undefined) the results were PAFAH1B2 inh 4.
For Cc1cc(NC(=O)c2ccc(Cn3cc([N+](=O)[O-])cn3)o2)no1 the results were PAFAH1B2 inh 1.
`CCN(CC(=O)Nc1c(F)cccc1F)C(=O)C1CCN(S(=O)(=O)c2ccccc2C(=O)OC)CC1` gave PAFAH1B2 inh 5.
For COc1ccc(C(c2c(NC(=O)c3ccco3)sc(C)c2C)N2CCOCC2)cc1 (centres undefined) the results were PAFAH1B2 inh 4.
CCN(C(=O)COC(=O)c1cccc(C)c1[N+](=O)[O-])c1c(N)n(Cc2ccccc2)c(=O)[nH]c1=O was read as PAFAH1B2 inh -1.
Screening CC(=O)Nc1ccc(S(=O)(=O)N(C)CC(=O)Nc2nc3ccccc3[nH]2)cc1 returned PAFAH1B2 inh -1.
`COc1ccc(OC)c(NC(=O)/C=C/c2ccc(S(=O)(=O)N3CCOCC3)cc2)c1` gave PAFAH1B2 inh 0.

Entries shown so far with an aryl thioether with sulfur outside any ring (10):
Nc1ccc(CSc2ccccc2)cc1 was read as PAFAH1B2 inh 32*.
`CC(Sc1nnc(-c2cccnc2)n1N)C(=O)Nc1ccc2c(c1)OCCO2` (centres undefined) gave PAFAH1B2 inh -1.
CC(=O)c1ccc(NC(=O)CSc2nc3[nH]c(=O)cc(O)c3s2)cc1 was read as PAFAH1B2 inh 4.
`Cn1c(SCC(=O)N2CC(=O)Nc3ccccc32)nnc1C(F)(F)F` gave PAFAH1B2 inh 1.
For CN(C(=O)CSc1nnc(C2CC2)n1C)C1CCCc2ccccc21 (centres undefined) the results were PAFAH1B2 inh -2.
For CCSc1nsc(NC(=O)Nc2ccccc2Cl)n1 the results were PAFAH1B2 inh -1.
For CCCCn1c(N)c(N(C(=O)CSc2nnnn2-c2ccccc2C)C2CCCC2)c(=O)[nH]c1=O the results were PAFAH1B2 inh 9.
For CC(C)Cn1c(N)c(C(=O)CSc2nnc(C3CC3)n2C2CC2)c(=O)n(C)c1=O the results were PAFAH1B2 inh 2.
`Fc1cccc(CSc2ncnc3c2ncn3C2CCCCO2)c1` (centres undefined) gave PAFAH1B2 inh 1.
CN(Cc1cccc(Cl)c1Cl)C(=O)c1ccccc1SCC(=O)N1CCCC1 was read as PAFAH1B2 inh 5.

Bioassay records (PubChem)
